sEH inh – inhibitors of human soluble epoxide hydrolase | AID 707 | recombinant human sEH enzymatic activity assay | inhibition, % at 2 µM | 91,000 tested, 0.34% active; in the data active = inhibition above about 80%; also: values of inactives mirror those of a sister screen read the other way; many of its hits are not listed in these tables
Target sequence (P34913 whole entry, looked up): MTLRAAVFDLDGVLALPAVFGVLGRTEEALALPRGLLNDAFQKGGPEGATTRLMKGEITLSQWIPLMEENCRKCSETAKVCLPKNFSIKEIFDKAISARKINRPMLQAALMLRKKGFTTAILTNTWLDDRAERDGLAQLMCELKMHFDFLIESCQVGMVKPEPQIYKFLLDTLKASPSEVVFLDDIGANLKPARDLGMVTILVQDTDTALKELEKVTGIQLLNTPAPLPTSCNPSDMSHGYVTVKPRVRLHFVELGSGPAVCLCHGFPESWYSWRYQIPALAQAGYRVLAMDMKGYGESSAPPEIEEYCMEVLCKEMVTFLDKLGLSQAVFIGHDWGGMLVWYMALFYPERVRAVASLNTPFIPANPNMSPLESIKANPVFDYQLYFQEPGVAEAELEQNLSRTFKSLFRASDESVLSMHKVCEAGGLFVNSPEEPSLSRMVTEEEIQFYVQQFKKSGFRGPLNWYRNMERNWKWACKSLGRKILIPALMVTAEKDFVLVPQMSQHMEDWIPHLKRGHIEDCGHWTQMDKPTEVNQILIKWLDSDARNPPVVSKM
DAT uptake mod – changed human dopamine transporter uptake under cocaine IC80; B-score at 10 µM; AID 449768; Q01959; LLC-PK1 hDAT cells, [14C]-dopamine uptake with cocaine IC80; actives deviate in either direction; 110,000 tested, 1.3% active;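 active = Z score or B-score, a plate-position-corrected score, falls beyond the plate's 99.7% confidence bounds, in either direction; inactive = both scores lie inside the 99.7% bounds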;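 also: scored against the spread of the other compound wells on the same plate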
F-actin modifier – alters cytoskeleton assembly in HUVEC cells; HUVEC TNFa F-actin phalloidin imaging, high content; 91,000 tested, 0.18% active; AID 836; inhibition, % at 2 µM;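 active = inhibition above the batch mean plus 3 SD and confirmed as a hit by visual image inspection, cut at about 30% in these data, passing the limit was not always enough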; also: strong numbers were not always called active
VCAM1 TNFa inh – reduces TNF alpha induced VCAM1 expression in HUVEC. HUVEC TNFa-induced VCAM-1 immunofluorescence, high-content imaging. inhibition, % at 2 µM. 95,000 tested, 0.48% active;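 active = inhibition above the batch mean plus 3 SD, with images confirmed as a hit by eye, cut at about 37% in these data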;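 also: 0% = TNF-stimulated DMSO wells and 100% = unstimulated control wells; not every result past the cut was called active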
E coli WT exp – E. coli BW25113 growth inhibition, expanded screen. OD600 absorbance. growth inhibition, % at 100 µM. 98,000 tested, 0.15% active;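 active = growth inhibition above about 50% at one test dose, limit read from the data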;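 also: growth measured after 20 h incubation at 37 °C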
HUVEC tox TNFa – HUVEC cytotoxicity counter-screen, TNF alpha stimulated; HUVEC TNFalpha-stimulated, Hoechst cell count, imaging; cell count reduction, % at 2 µM; 93,000 tested, 0.17% active;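 active = cell count reduction exceeding the screen mean by over 5 SD, scaled to untreated wells per plate, cut at about 78% in these data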;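 also: cells counted after 24 h of TNF alpha exposure following the 1 h pretreatment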
PLK1 PBD inh – blocks phosphopeptide binding to human Plk1 polo box domain; 97,000 tested, 0.13% active; Plk1 PBD phosphopeptide binding, fluorescence polarization; inhibition, %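 (tested at about 20 µM)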; in the data active = inhibition above about 34%, passing the limit was not always enough
PLK1 inh – blocks human PLK1 kinase activity; P53350; recombinant PLK1 kinase, TR-FRET peptide phosphorylation; inhibition, % at 10 µM; 97,000 tested, 0.53% active;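 active = inhibition of 50% or more in the single-concentration screen; inactive = inhibition below 50%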;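 also: 0% = DMSO max control and 100% = H-89 dihydrochloride min control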
IL1B cytotox – toxic to HUVEC cells under IL-1B stimulation; 94,000 tested, 0.41% active; AID 845; cell count reduction, % at 2 µM; HUVEC cell count loss, Hoechst imaging, IL-1B stimulated;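 active = cell count reduction more than 3 SD above the screen-wide mean, cut at about 70% in these data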;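 also: normalized per plate to untreated control cells as the no-loss baseline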
Numbers without * were called inactive; / = not tested or not shown.

SMILES	sEH inh	DAT uptake mod	F-actin modifier	VCAM1 TNFa inh	E coli WT exp	HUVEC tox TNFa	PLK1 PBD inh	PLK1 inh	IL1B cytotox
CC(NC(=O)c1cc(-c2ccccc2)on1)c1ccccc1 (stereo unspecified)	13	-0.21	-18	-15	-5	8	-28	-10	-137
COC(=O)C1=C(C(=O)OC)C2(OC1c1ccccc1C)C(=O)c1ccccc1C2=O (stereo unspecified)	4	-0.0074	-4	9	/	-16	-19	-14	37
C=CCn1c(SCC(=O)Nc2c(C)cccc2C)nnc1-c1cnccn1	-5	0.051	30	9	-2	-23	-8	-15	-20
C=CCn1c(SCC(=O)Nc2nc(C)cs2)nnc1C(NC(=O)c1ccccc1)C(C)C (stereo unspecified)	4	-0.49	-7	-10	/	-9	-2	-16	-26
O=C(/C=C/c1ccc2c(c1)OCO2)NCCSCc1ccc(Cl)cc1Cl	12	-0.39	20	-30	-18	-40	-15	-9	2
COC(=O)c1cn(-c2ccccc2)nc1-c1ccncc1	-2	1.8*	12	-10	6	-8	3	-6	/
COCc1cc(C)n(CC(=O)Nc2ccccc2OC)c(=O)c1C#N	4	0.34	55	0	-13	-10	-38	-12	4
COc1ccc(/C=C/C(=O)Nc2nc(C)cc(C)n2)cc1OC	6	1	3	-2	-3	-10	-4	-11	-36
COc1cccc(/C=N\Nc2nncc(-c3ccccc3)n2)c1	-14	-0.01	/	2	-12	7	-14	-3	14
O=C(CCNS(=O)(=O)c1ccc(Br)s1)NC1CCCC1	/	-0.07	2	-10	8	-6	5	-1	-29
O=C(C1CCN(c2nnnn2-c2ccccc2)CC1)N1CCN(c2ccccc2)CC1	-6	-0.87	2	0	2	-8	28	-9	-15
Cc1cc(C)nc(NS(=O)(=O)c2ccc(Br)s2)c1	-2	-1.2	-6	6	6	1	15	-4	-44
CCOC(=O)C(NS(=O)(=O)c1ccc(Br)cc1)C(C)C (stereo unspecified)	-9	1.1	3	1	-1	-4	3	-11	-38
CCn1c(SCC(=O)Nc2ccccc2F)nc2c(c1=O)SC(C)C2 (stereo unspecified)	14	0.19	8	8	3	-12	-18	-14	-12
O=C(CSc1nnc(Cc2cccs2)n1-c1ccccc1)NCc1ccc2c(c1)OCO2	1	0.88	26	-18	-7	-14	9	-15	-10
CCOC(=O)N1CCN(CC(=O)Nc2ccc(C)c(Br)c2)CC1	22	0.96	-16	16	5	-16	-12	-7	5
CCn1cc(C(=O)NCc2cccc(F)c2)c(=O)c2cc(F)c(N3CCN(C(=O)c4ccco4)CC3)cc21	-18	0.63	2	-8	91*	-38	-22	-2	-148
Cc1nnc(SCc2c(Cl)cccc2Cl)s1	-6	-0.041	16	11	8	8	13	3	-12
CCCN(CCC)CCNS(=O)(=O)c1ccc2c(c1)oc(=O)n2C	10	0.093	-24	5	-4	5	-5	-5	9
Cc1ccc(C(=O)Nc2nccc(-c3cccs3)n2)cc1	5	1.5	-9	16	7	-4	-33	2	5
COc1nc(C#N)c(N2CCOCC2)o1	-12	-0.32	23	13	4	-13	0	-5	-18
CN(C)C(=O)CSCc1c(Cl)cccc1Cl	7	-0.61	6	0	7	4	-5	-5	-8
Cc1oc2cc(O)cc(O)c2c(=O)c1-c1ccc2c(c1)OCCCO2	6	2	4	12	18	-47	0	-16	-21
Cn1cc(CNC(=O)c2sc3cccc(Cl)c3c2Cl)cn1	11	1.5	2	8	/	-27	-14	-8	-12
CCOC(=O)c1c(NC(=S)Nc2ccccc2)sc2c1CCN(CC)C2	5	-1	-7	-1	3	-4	-51	-21	-28
COc1ccc(C2(CNC(=O)c3ccc(Br)o3)CCOCC2)cc1	-4	-0.67	0	-16	-2	-18	-9	-13	8
CCC(=O)N1CCN(c2ccc(NC(=O)c3cc4ccccc4o3)cc2Cl)CC1	8	0.44	-9	4	-10	-13	-12	-11	-19
CCOc1cc2[nH]c(=S)n(C(C)C)c(=O)c2cc1OCC	6	1.5	-3	16	-8	-16	-11	-8	5
CC(C)Oc1ccc(C(=O)NC2(C(F)(F)F)N=C3SCCN3C2=O)cc1 (stereo unspecified)	-13	0.5	5	7	1	-16	-2	-14	-8
CCOC(=O)CCSCC(=O)Nc1cc(C)on1	7	-0.23	/	/	3	/	-11	-9	-9
Cc1ccc(CNS(=O)(=O)c2cn(C)cn2)cc1	12	-0.072	/	-3	6	-24	-8	5	-5
Cc1cc(C)nc(SCCS(=O)Cc2ccc(Cl)cc2)n1 (stereo unspecified)	6	-0.0054	-1	-7	10	-4	17	-10	16
COc1cc(CN2CCN(C(=O)CC(C)C)CC2)cc(OC)c1OC	1	-0.00089	-15	21	3	-2	11	-2	2
CCC(C)NC(=O)CC1Oc2ccc(Cl)cc2NC1=O (stereo unspecified)	-3	0.37	8	14	0	-4	-14	-5	20
CN1CC2=Cc3ccccc3OC23Oc2ccccc2C=C3C1	-2	-0.074	8	8	36	-28	-4	-3	-61
Nc1ccc(C(=O)N/N=C2\CCCc3c2[nH]c2ccccc32)cc1	0	/	20	-6	-9	-25	-16	-8	16
CC(C(=O)NCC1CCCO1)N(C(=O)c1snc(C(N)=O)c1N)c1ccccc1 (stereo unspecified)	35	0.47	9	-40	-1	-12	8	-2	-39
O=C(Nc1cccc(Cl)c1N1CCCCC1)c1ccc2c(c1)OCCO2	1	0.95	-12	11	-4	-3	-6	-1	-8
CNC(=O)c1sc(-c2ccc(Cl)cc2)nc1C	10	1.1	-5	8	5	4	-9	4	75*
Cc1ccc(NC(=O)N2Cc3ccccc3CC2C(=O)NC(C)(C)C)cc1 (stereo unspecified)	-7	-0.74	6	-24	-9	-43	-16	-8	-89
O=C(Cc1c(F)cccc1Cl)N1CCCC1	-4	0.43	-2	4	3	-7	-21	-12	26
CNc1nc(-c2ccccc2)nnc1C(F)(F)F	-8	-0.25	4	-5	-3	-16	-15	-13	-7
O=C(NCCc1ccccc1)c1cc(-c2ccc3c(c2)OCO3)on1	/	-0.53	-30	-2	-7	8	16	1	-13
Cc1ccc(CN2C(=O)CCC2C(=O)NCc2ccco2)cc1 (stereo unspecified)	-8	0.54	-21	-25	-4	3	7	-12	-5
N#Cc1cccc(NC(=O)CC2CCCCC2)c1	28	-0.12	-7	-5	5	-8	9	-13	3
O=C(CSc1nc2ccccc2[nH]1)c1ccc(Cl)s1	-4	-2.1	-10	-9	18	18	1	-12	22
Cc1ccc(C(=O)N/C(=C\c2cccs2)C(=O)NC2CCCCC2)cc1	5	-0.022	-10	16	4	-1	1	-5	21
C/C(=N\NC(N)=O)C1(C)CCCCC1	-25	0.63	-13	11	6	-22	-2	-9	3
CCCCCCN1C2=NCCN2c2ccccc21	-23	1.7	/	-7	17	-4	-14	1	12
COC(=O)C(N)Cc1ccc(O)c(O)c1 (stereo unspecified)	5	0.83	29	5	-1	-53	0	-6	-4
Cc1ccc(C(C(=O)NC(C)(C)C)N(Cc2cccs2)C(=O)c2csnn2)cc1 (stereo unspecified)	-10	0.19	14	25	/	-13	-14	-15	-42
Cc1cccc2[nH]c3c(N4CCN(C(=O)c5ccco5)CC4)ncnc3c12	5	2.7	-16	10	-14	-5	51*	1	-24
CCOC(=O)c1[nH]cnc1C(=O)Nc1ccncc1	-1	-0.04	-12	8	-2	0	-2	-7	-32
O=C1c2ccccc2C(=O)C1c1ccnc2ccccc12	-4	-1.3	-15	16	/	-24	-11	-7	16
O=c1cc(C(F)(F)F)oc2c1ccc1ccccc12	-15	-0.42	-7	14	/	-6	10	-10	-26
CCOC(=O)Cn1c(=O)oc2cc(S(=O)(=O)NC3CCCc4ccccc43)ccc21 (stereo unspecified)	-6	-0.95	3	1	-6	3	19	-1	-18

Additional entries.
SMILES	sEH inh	DAT uptake mod	F-actin modifier	VCAM1 TNFa inh	E coli WT exp	HUVEC tox TNFa	PLK1 PBD inh	PLK1 inh	IL1B cytotox
CCOc1ccc(-c2nc(CSc3nnc(N)s3)cs2)cc1OC	-2	1.8	-5	-4	4	-24	3	-10	-25
CCOc1ccccc1Nc1ncccc1C(=O)N1CCCC1	53	-1.6	4	-15	6	-6	-15	-11	-40
CCOC(=O)c1[nH]c2ccc(OC)cc2c1NC(=O)CCN1CCN(Cc2ccccc2)CC1	/	/	-26	29	6	4	-3	-6	1
Fc1ccc(C2=Nn3c(Cc4ccccc4F)nnc3SC2)cc1	2	-1.6	2	19	-7	51	-2	-7	-12
O=C(CN1C(=O)c2ccccc2C1=O)N1CCCCC1	-4	-0.8	3	12	3	-12	-10	-11	-16
CC(=O)N1CCN(S(=O)(=O)c2cccc(C(=O)NC3CCCc4ccccc43)c2)CC1 (stereo unspecified)	25	0.25	10	3	-5	-3	4	-6	4
Cn1c(NC(=O)c2ccccc2F)cc(=O)n(C)c1=O	-5	0.36	9	-1	3	-7	16	-16	14
CCOCCc1nnc(NC(=O)Cc2ccc(Br)cc2)s1	7	-0.04	/	-4	3	-14	-24	1	-6
CN1C(=O)CC2(CC(=O)N(Cc3ccccc3)C2)C1=O (stereo unspecified)	10	-0.38	1	6	2	-24	6	-13	-32
CS(=O)(=O)N1CCN(C(=O)c2ccccc2)C1	6	-0.022	-3	12	-4	-9	2	-5	-37
O=C(NC1=NCCS1)c1sc2ccccc2c1Cl	-8	0.54	14	4	-1	-26	-11	-17	-1
Cc1ccc(C2CC(c3ccc(Cl)cc3)=NNC2=O)cc1 (stereo unspecified)	15	0.13	5	4	1	-32	1	-4	-42
CCCCCCn1c(N2CCN(c3ccccc3)CC2)nc2c1c(=O)n(C)c(=O)n2C	13	-0.28	/	4	-23	-30	-5	-2	-58
CCOC(=O)N1CCN(C(=O)CSCC(=O)Nc2nc(-c3cccs3)cs2)CC1	4	0.22	-4	28	/	-27	-3	-4	-39
CCn1c(=S)ccc2ccc(OC)cc21	-2	-0.33	3	10	4	-5	20	-10	-41
COc1ccc(NS(=O)(=O)c2ccc(Oc3ncccn3)cc2)cc1	-10	-0.16	2	4	7	2	12	-6	-15

Reprinted from the part before: 2 compounds, followed by the next part.
SMILES	sEH inh	DAT uptake mod	F-actin modifier	VCAM1 TNFa inh	E coli WT exp	HUVEC tox TNFa	PLK1 PBD inh	PLK1 inh	IL1B cytotox
CCn1c(=S)ccc2ccc(OC)cc21	-2	-0.33	3	10	4	-5	20	-10	-41
COc1ccc(NS(=O)(=O)c2ccc(Oc3ncccn3)cc2)cc1	-10	-0.16	2	4	7	2	12	-6	-15
NC1=CC(=O)c2cccc3cccc1c23	0	-0.85	/	43*	/	4	17	78*	-8
Cc1ccc(N(C(=O)Cn2nnc3ccccc32)C(C(=O)NC2CCCCC2)c2cn(C)nc2C)cc1 (stereo unspecified)	4	-0.026	11	17	-3	-22	-6	-15	-94
O=C(c1ccc2c(c1)OCCO2)N1CCCCC1	-1	-0.43	/	/	-3	/	-12	-2	-2
Cc1cnc(NC(=O)COc2ccccc2)s1	-12	0.19	/	17	6	-21	0	4	-7
CCN(CCCNC(=O)c1ccc(N2CCCC2=O)cc1)c1cccc(C)c1	/	2.2	-31	-24	7	18	38	-11	-31
COCC(C)n1c(C)cc(C(=O)CN2C(=O)NC3(CCCCC3C)C2=O)c1C (stereo unspecified)	-10	1.7	15	3	3	-38	-28	-9	-29
CCOc1cc(/C=N/O)cc(Br)c1OCC	-8	-0.47	-7	-8	/	-20	4	-6	-8
O=C(Nc1cccnc1)c1cc(-c2ccccc2)on1	-15	0.031	-6	12	/	-30	14	-10	-1
O=C(CSc1ccccn1)Nc1nncs1	-12	0.49	0	-14	/	-4	-17	-12	37

Screening results as filed in PubChem.
